IMPase inh: membrane-permeable compound that blocks inositol monophosphatase. CHO-M1 cells, IP1 accumulation, HTRF TR-FRET ratio. AID 901. P97697. inhibition (IP1 accumulation), % at 46.1 µM. 120,000 tested, under 10 active; active = well fitted curve in the direction sought with a large enough effect in the signal ratio, not every such curve was filed as active; inconclusive = small, poorly fitted or top-dose-only effect, or a change in a side signal; inactive = no such curve, though single readings can be large or run the other way; the % refers to the signal ratio;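 also: cells stimulated with carbachol in lithium chloride buffer; plate controls were DMSO basal wells for no effect and reference inhibitor wells for full effect; higher means more IMPase inhibition seen as more IP1 and lower FRET ratio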
Target sequence (P97697 whole entry, looked up): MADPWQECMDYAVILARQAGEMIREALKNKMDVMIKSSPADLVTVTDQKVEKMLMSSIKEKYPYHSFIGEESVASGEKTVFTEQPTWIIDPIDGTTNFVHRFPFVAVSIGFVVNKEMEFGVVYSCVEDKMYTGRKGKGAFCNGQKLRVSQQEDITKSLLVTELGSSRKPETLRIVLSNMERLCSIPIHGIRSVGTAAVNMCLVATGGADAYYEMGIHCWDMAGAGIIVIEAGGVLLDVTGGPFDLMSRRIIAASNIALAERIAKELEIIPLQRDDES
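The IP-One HTRF competitive assay in carbachol-stimulated CHO-M1 cells quantifies cellular IP1. Compounds spanned up to 46 uM final, and activity is expressed as AC50 from concentration-response fits of the ratio and donor data.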
PNC inhibitor: inhibitors of perinucleolar compartment assembly; PC3M PTB-GFP, PNC prevalence imaging, 16 h; stronger effect = lower value; activity change (PNC), negative = inhibition, % at 10 µM; 140,000 tested, 3.1% active;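 active = readout at or below -70, meaning at least 70% loss of cells showing the perinucleolar compartment, a nuclear body marking cancer cells; inconclusive = readout between -30 and a set limit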;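 also: plate controls were DMSO wells for no effect and camptothecin positive control wells for full effect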
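Read-out is percentage of cells bearing a perinucleolar compartment, from automated 20x imaging of fixed, Hoechst-stained PC3M PTB-GFP cells. Cells were seeded 4 h, then exposed 16 h to compound (23 nl of library stock) in duplicate plates.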
ALOX12 inhib: blocks human 12-lipoxygenase activity. AID 1452. purified 12-hLO, xylenol orange hydroperoxide absorbance. 150,000 tested, 0.12% active. P18054. Potency, µM (titrated, usually from 57.1 µM), for inactives: top-dose activity change, negative = inhibition, usual class: inhibitors; also: potency is read from the fitted curve at half-maximal effect; nearly all actives have a fitted effect of over 55% in size; many of its hits are not listed in these tables
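Lipoxygenase turnover measured by absorbance at 573 and 405 nm after Fe-XO development. Human 12hLO 150 nM, arachidonate 40 uM, pH 7.0 Hepes buffer with detergent; 15 min compound preincubation, 30 min reaction.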
ALOX15B inhib: inhibitors of human 15-lipoxygenase 2 (ALOX15B); O15296; Potency, µM (top dose mostly 57.1 µM), for inactives: top-dose activity change, negative = inhibition, usual class: inhibitors; 110,000 tested, 0.56% active; purified 15hLO-2, xylenol orange hydroperoxide absorbance; AID 881; also: potency is read from the fitted curve at half-maximal effect; nearly all actives have a fitted effect of over 60% in size; many of its hits are not listed in these tables
Target sequence (O15296 whole entry, looked up): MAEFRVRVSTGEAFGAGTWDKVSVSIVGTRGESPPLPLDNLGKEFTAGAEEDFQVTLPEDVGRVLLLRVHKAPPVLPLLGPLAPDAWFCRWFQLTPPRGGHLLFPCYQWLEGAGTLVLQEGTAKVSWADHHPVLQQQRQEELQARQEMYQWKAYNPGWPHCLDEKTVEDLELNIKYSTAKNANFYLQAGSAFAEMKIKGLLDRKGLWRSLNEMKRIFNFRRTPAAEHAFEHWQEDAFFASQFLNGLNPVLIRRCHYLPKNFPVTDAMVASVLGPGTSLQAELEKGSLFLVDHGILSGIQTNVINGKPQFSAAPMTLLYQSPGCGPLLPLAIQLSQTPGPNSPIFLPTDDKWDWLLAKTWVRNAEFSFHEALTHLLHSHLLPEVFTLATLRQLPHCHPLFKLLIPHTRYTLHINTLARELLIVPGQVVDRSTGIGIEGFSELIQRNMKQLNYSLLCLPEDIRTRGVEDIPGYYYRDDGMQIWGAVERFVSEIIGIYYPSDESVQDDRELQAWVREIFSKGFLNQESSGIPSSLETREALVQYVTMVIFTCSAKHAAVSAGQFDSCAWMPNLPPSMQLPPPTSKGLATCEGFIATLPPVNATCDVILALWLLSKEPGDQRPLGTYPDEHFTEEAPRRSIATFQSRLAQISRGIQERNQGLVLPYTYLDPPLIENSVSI
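Purified human 15hLO-2 (50 nM final) preincubated with compounds 15 min at room temperature in 25 mM Hepes pH 7.5, 0.01% Triton X-100, then 45 uM arachidonic acid added for 90 min; hydroperoxide detected via ferrous/xylenol orange, 573/405 nm absorbance ratio.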
Starred values were filed as active, the others as inactive; i = inactive; ? = inconclusive; . = not tested or not shown; [ ] = dose if it differs, or a comment. Unless noted, calls follow the shape of the dose curve; as a rule, active = well fitted curve in the direction sought with a large enough effect; inconclusive = small, poorly fitted or top-dose-only effect, or another doubt; inactive = no such curve, though single readings can be large; an effect the other way counts as inactive or inconclusive. Unless noted, % is scaled to controls: 0 for no effect and ±100 for the full control effect. These rows are one share of the data. The share of hits here may be higher or lower than overall.

compound	IMPase inh	PNC inhibitor	ALOX12 inhib	ALOX15B inhib
O=C(CNC(=O)c1ccc(Cl)cc1Cl)NCCCn1ccnc1	-10	-1	0%	3%
CCN(CC)CCN1C(=O)c2oc3ccccc3c(=O)c2C1c1ccc(C)cc1 (stereo not drawn)	4	1	-21%	4%
Cc1cccc(NC(=O)Cn2c(=O)n(Cc3ccccc3)c(=O)c3c(C)c(C)sc32)c1	-15	?	2%	.
COc1cc(NC2=CC(=O)CC(C)(C)C2)cc(OC)c1	0	56	6%	-4%
Cc1ccc(-c2noc(C3CCCCC3)n2)cc1	2	25	-6%	?
COc1ccc(-c2[nH]c(-c3ccc(C)cc3)nc2SCC(=O)NCc2ccco2)cc1OC	-7	-26	-2%	18%
CCCCc1ccc(-c2csc(/C(C#N)=C/c3ccco3)n2)cc1	.	28	0%	.
CC(C)c1ccc(NC2(C#N)C(=O)Nc3ccccc32)cc1 (stereo not drawn)	-1	?	2%	-13%
Cc1c(Cl)cccc1NC(=O)COC(=O)CCc1nc2ccccc2n1-c1ccccc1	6	-2	-1%	.
CC(=O)Nc1ccc(NC(=O)Cn2c(CC(=O)N3CCCC3)nc3ccccc32)cc1	2	18	1%	3%
COc1ccc(-c2nnc3ccc(SCC(=O)N4CCCCCC4)nn23)cc1OC	-8	36	0%	-1%
CC(NCC1(N2CCOCC2)CCCCC1)C(=O)N1CCc2ccccc21 (stereo not drawn)	2	21	2%	8%
CCO/C(C)=C1\C(=O)N(CC)c2ccccc21	-9	8	-6%	-8%
CC(=O)C1C(c2ccco2)c2c(noc2C)CC1(C)O (stereo not drawn)	0	?	3%	4%
CC(=O)NC(C)C(=O)OCC(=O)Nc1ccc(Br)cc1 (stereo not drawn)	7	-6	7%	7%
Cc1ccc(N(C(=O)Nc2ccccc2)C2=NCC(C)S2)cc1 (stereo not drawn)	4[1.84 µM]	23	6%	3%[11.4 µM]
CC(=O)NCCC(=O)NCc1ccc(F)cc1	2	12	4%	9%
CC(=O)N1C(c2ccccc2)CC(=O)OC1c1ccc2c(c1)OCO2 (stereo not drawn)	2	-4	-12%	13%
CCC(C)(C)NC(=O)CN(CC1CCCO1)C(=O)CCC(=O)Nc1nccs1 (stereo not drawn)	1	-9	-2%	12%
Cc1cccc(NC(=O)CC2SC(=NC3CCCCC3)NC2=O)c1 (stereo not drawn)	17	28	-2%	-1%
COCc1c(Br)c(C)nc(OCC(=O)N/N=C/c2cc(C)n(-c3ccc([N+](=O)[O-])cc3)c2C)c1C#N	5	-7	-1%	.
CC(C)(C)c1cc(Cc2ccccc2)[nH]n1	-9	24	0%	39%[activator]
Cc1ccc(NC(=O)CC2SC3=NCCN3C2=O)cc1 (stereo not drawn)	4	7	-13%	.
O=C(CCN1CCOCC1)Nc1ccc(F)cc1F	.	.	4%[11.4 µM]	-5%[11.4 µM]
CCCCCOC(=O)Cc1c(C)nc(-c2ccccc2)[nH]c1=O	-1	1	0%	-3%
COc1cccc(C(=O)NCC(=O)OCc2ccc(F)cc2Cl)c1	.	90	-3%	.
COC(=O)C(CCSC)NC(=O)CNS(=O)(=O)c1ccc(Br)cc1 (stereo not drawn)	5	66	13%	.
CCOC(=O)C(=O)Nc1nc(-c2ccccc2)c(-c2ccccc2)o1	.	?	1%	.
CCc1ccc(N2C(=O)Cc3c2nc(N)c(C#N)c3N)cc1	-2	3	-2%	-3%
O=C(Nn1cnc2ccccc2c1=O)c1ccc(F)cc1Cl	2	-1	-2%	0%

Next section
compound	IMPase inh	PNC inhibitor	ALOX12 inhib	ALOX15B inhib
COc1ccc(N2CCN(Cc3cc(=O)oc4cc(-c5ccccc5)c(O)cc34)CC2)cc1	-8	9	-5%	-24%
COc1ccc(N2CCN(C(=O)c3ccc(S(=O)(=O)N4CCOCC4)cc3)CC2)cc1	8	13	-2%	2%
CCOc1ccc2c(c1)cc(CN(C(=O)CC)C1CCCCC1)c1nnnn12	5	-28	6%	3%
O=C(Nc1ccc2c(c1)OCO2)N1CCOCC1	?	9	-2%	-2%
CCOC(=O)C1CCN(C(=O)C2CC(=O)N(c3ccc(C)cc3)C2)CC1 (stereo not drawn)	-7	27	-4%	-14%
CCOc1ccccc1N(CC(=O)NC1CCCC1)C(=O)CCCC(=O)Nc1ccccn1	4	61	2%	-1%
CCOC(=O)C1CCN(C(=O)c2cc(OCC)c(OCC)c(OCC)c2)CC1	28	-27	-4%	-2%
Cn1nc(C(F)(F)F)c(C#N)c1N1CCN(c2ccc(F)cc2)CC1	4	-13	1%	-6%
CCOc1ccccc1-c1ccc(C(=O)O)s1	.	.	1%[0.00818 µM]	-1%[0.0915 µM]
N#Cc1cc(C(=O)c2ccccc2O)cn(-c2nccs2)c1=O	.	-5	-8%	.
C=CCOC(=O)C1=C(C)NC(C)=C(C(=O)OCC=C)C1/C=C/c1ccccc1	-16	-19	6%	1%
COC(=O)CC1COc2ccccc2N1C(=O)c1ccc(C(C)(C)C)cc1 (stereo not drawn)	8	34	2%	.
COc1ccc(CNC(=O)C(c2cccs2)N(Cc2ccco2)C(=O)Cc2cccs2)cc1 (stereo not drawn)	9	i	2%	.
O=C(O)c1cc(O)c2c(c1)C(=O)c1cccc(O)c1C2=O	-5	61	?	?
CCSc1nc2ccccc2n1C(=O)/C=C/c1ccc(OC)c(OC)c1	.	27	6%	.
O=S(=O)(Nc1ccc(N2CCOCC2)cc1)c1ccccc1	1	29	3%	0%
O=C(NC1CCCc2ccccc21)c1ccccc1 (stereo not drawn)	.	?	-2%	.
O=C1C=C(N2CCN(C(=O)c3ccccc3)CC2)C2(CCCCC2)O1	0	3	-3%	-8%
Cc1ccc(S(=O)(=O)N(CC(=O)NC2CCCCCC2)c2ccccc2F)cc1	-2	7	2%	0%
CC(=O)N=c1c(C#N)cc2c(=O)n3ccccc3nc2n1Cc1ccccc1	.	1	0%	.
O=C(O)CCCCCNC(=O)c1cccc(Br)c1	-1	27	-2%	13%
COc1ncc2ncc(=O)n(Cc3ccc(F)cc3)c2n1	.	.	0%	-1%
O=C(c1cc(-c2cccc(O)c2)on1)N1CCc2ccccc2C1	6	-27	-5%	-10%
O=C(Nc1ccc2c(c1)OCCO2)c1ccc(Br)s1	.	-26	0%	.
OC(CNCc1ccc(F)cc1)(c1ccc(F)cc1)c1ccc(F)cc1	9	36	3%	.
CCc1ccccc1NC(=O)/C(=C/c1ccco1)c1ccccc1	12	20	-21%	-26%
Cc1ccc2c(C)ccc(O)c2n1	11	-29	-5%	0%
O=C(COC(=O)c1ccncc1)NCc1ccccc1	-1	-9	-6%	14%
Cc1cc(C)n(CC(O)Cn2c(C)c(C)c3ccccc32)n1 (stereo not drawn)	3	-26	-2%	-13%
Cc1ccc(N2C(=O)C(Cl)=C(N3CCN(C)CC3)C2=O)c(C)c1	21	?	-7%	.

(more compounds)
compound	IMPase inh	PNC inhibitor	ALOX12 inhib	ALOX15B inhib
O=[N+]([O-])c1cccc(C(F)(F)F)c1	.	.	-4%	2%
COc1cc(C(C[N+](=O)[O-])c2c(-c3ccccc3)cc3ccccn23)cc(OC)c1OC (stereo not drawn)	13	-9	-7%	?
CCN(CC)C(=O)CSc1nnc(-c2cc(-c3ccc(Cl)cc3)nc3ccccc23)o1	.	?	-6%	.
CC1(C)CC(=O)C(C(C2=C(O)CC(C)(C)CC2=O)c2cccnc2)C(=O)C1 (stereo not drawn)	-9	?	-3%	5%
Cc1sc2ncnc(Sc3nnc4sc5ccccc5n34)c2c1C	.	33	6%	.
CCc1ccc(NC(=O)CSc2nnc(-c3ccccn3)n2C)cc1	-4	13	-2%	2%
O=C(O)CCSCC(=O)c1ccc2c(c1)OCCO2	-4	0	-3%	23%
Cc1ccc(NC(=O)CSc2nnc(Cc3cccn3C)n2-c2ccc(F)cc2)c(C)c1	5	-5	0%	-6%
CS(=O)(=O)N(CC(=O)NCc1ccccc1Cl)C1CCCCC1	.	?	-5%	.
c1ccc(-n2nnnc2CN2CCOCC2)cc1	9	29	-2%	.
O=C(CCc1ccccc1)Nc1nnc(-c2cccs2)o1	-7	-16	-7%	-2%
CC(C)c1ccccc1NC(=O)COC(=O)CNC(=O)c1ccc(Br)cc1	-1	?	-1%	.
Cc1nnc(NC(=O)CSc2nc3c(c(=O)n2C)SC(C)C3)s1 (stereo not drawn)	-1	46	1%	.
O=C(c1cccc(C(F)(F)F)c1)N1CCN(C2CCCCC2)CC1	-1	12	-7%	9%
COc1cccc(/C=N/NC(=O)c2cccc([N+](=O)[O-])c2)c1OS(=O)(=O)c1ccccc1	-3	?	0%	1%
COc1ccc(OCCSc2nnc(CC(=O)Nc3cccc(Cl)c3Cl)n2C)cc1	-3	-2	-3%	4%
COCCNC(C(=O)Nc1cc(Cl)cc(Cl)c1)c1ccccc1 (stereo not drawn)	2	-9	-7%	20%
CCc1ccc(C2C(C#N)=C(N)SC(N)=C2C#N)cc1	-9	?	?	?
O=C(O)C1CC=CCC1C(=O)NCc1ccccc1 (stereo not drawn)	3	19	1%	2%
COC(=O)c1ccc(COC(=O)CNC(=O)c2ccc(-c3ccccc3)cc2)cc1	.	-29	1%	.
N#Cc1c(N2CCOCC2)nc(N2CCCCC2)c2c1CCN(C1CCCCC1)C2	8	6	3%	22%
CCC(=O)NCCN1CCN(C(=O)CC)CC1	3	-8	3%	-1%
Cn1c2c(c(=O)n(C)c1=O)C(c1cccc([N+](=O)[O-])c1)Nc1ccccc1O2 (stereo not drawn)	-15	29	0%	-11%
COC(=O)c1[nH]c2ccc(F)cc2c1NS(=O)(=O)c1ccc(OC)cc1	.	?	-1%	.
Cc1ccc(/C=C(\NC(=O)c2ccccc2)C(=O)OCc2ccccc2)cc1	.	?	-1%	.
Cc1ccc(N=CC=C2OC(C)(C)C(C)(C)O2)c(C)c1	.	14	-1%	.
COc1ccc(Cl)cc1N(CC(=O)NCC(C)C)S(=O)(=O)c1ccc(C)c([N+](=O)[O-])c1	.	24	0%	.
COc1cccc(C2/C(=C(\O)c3ccc(OC)c(OC)c3)C(=O)C(=O)N2c2cc(C)on2)c1 (stereo not drawn)	?	-24	8%	9%
CCOC(=O)N1CCC(NC(=O)CS(=O)(=O)Cc2nc(-c3ccc(C)cc3)oc2C)CC1	2	45	2%	10%
C=CCNc1nc(NCCO)nc(N2CCCC2)n1	5	?	-4%	2%

Structural class, those above with a tert-butyl group (2)
compound	IMPase inh	PNC inhibitor	ALOX12 inhib	ALOX15B inhib
CC(C)(C)c1cc(Cc2ccccc2)[nH]n1	-9	24	0%	39%[activator]
COC(=O)CC1COc2ccccc2N1C(=O)c1ccc(C(C)(C)C)cc1 (stereo not drawn)	8	34	2%	.

Continued:
compound	IMPase inh	PNC inhibitor	ALOX12 inhib	ALOX15B inhib
CSc1nsc(SCC(=O)Nc2ccc3c(c2)OCCO3)n1	0	14	-2%	-14%
Cc1ccnc2nc(C(=O)NCc3cccs3)nn12	?	35	-6%	8%
Cc1cc(C)cc(NC(=O)Cn2cc3c(n2)CCCCC3)c1	1	-17	-4%	2%
COc1cc(NC(=O)CN2CCC(C)CC2)c(C)cc1[N+](=O)[O-]	-9	-25	1%	.
CC1CN(CCCOc2ccc([N+](=O)[O-])cc2)CC(C)O1 (stereo not drawn)	.	42	-3%	.
COc1ccc(CNC(=O)CN2C(=O)C3CCCN3c3ncc(Cl)cc32)cc1 (stereo not drawn)	8	-14	-8%	-16%

Screening results as filed in PubChem BioAssay.
